AmpC inh no detg: blocks E. coli AmpC beta-lactamase in detergent-free assay | AmpC nitrocefin hydrolysis, absorbance 480 nm, 0.0001% Triton | Potency, µM (highest dose often 57.1 µM), for the others: top-dose activity change, negative = inhibition, usual class: inhibitors | hit rate 0.52% among 330,000 | P00811;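 further: potency means the concentration at half of the fitted maximal effect; plate controls were no compound for no effect and no enzyme for full effect; nearly all actives have a fitted effect of over 20% in size; some results filed as inactive show a strong effect at the top dose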
Target sequence (P00811 whole entry, looked up): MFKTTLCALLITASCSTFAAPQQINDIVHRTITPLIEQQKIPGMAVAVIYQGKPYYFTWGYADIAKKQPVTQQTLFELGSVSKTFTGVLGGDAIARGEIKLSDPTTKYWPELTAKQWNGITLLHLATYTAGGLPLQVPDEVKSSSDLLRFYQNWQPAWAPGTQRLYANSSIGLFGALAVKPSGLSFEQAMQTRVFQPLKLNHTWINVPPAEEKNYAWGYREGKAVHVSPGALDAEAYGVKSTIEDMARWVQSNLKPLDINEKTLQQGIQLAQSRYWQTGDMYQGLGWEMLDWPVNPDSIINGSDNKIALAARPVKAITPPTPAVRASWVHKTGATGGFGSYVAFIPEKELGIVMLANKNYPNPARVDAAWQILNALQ
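20 mM phosphate pH 7.0 + 0.01% (detergent screen) or 0.0001% Triton X-100; 5.3 nM AmpC reagent; cpd preinc 15 min RT; nitrocefin (800 uM stock) to start; A480 q20 s × 4 min; Activity was normalised to no-enzyme and no-compound control wells.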
LmPK inhibitor: blocks Leishmania mexicana pyruvate kinase activity; Q27686; purified LmPK, Kinase-Glo ATP luminescence, 1 h; Potency, µM (series often up to 57.5 µM), for inactives: top-dose activity change, negative = inhibition, usual class: inhibitors; hit rate 0.37% among 290,000; further: potency means the concentration at half of the fitted maximal effect
Target sequence (Q27686 whole entry, looked up): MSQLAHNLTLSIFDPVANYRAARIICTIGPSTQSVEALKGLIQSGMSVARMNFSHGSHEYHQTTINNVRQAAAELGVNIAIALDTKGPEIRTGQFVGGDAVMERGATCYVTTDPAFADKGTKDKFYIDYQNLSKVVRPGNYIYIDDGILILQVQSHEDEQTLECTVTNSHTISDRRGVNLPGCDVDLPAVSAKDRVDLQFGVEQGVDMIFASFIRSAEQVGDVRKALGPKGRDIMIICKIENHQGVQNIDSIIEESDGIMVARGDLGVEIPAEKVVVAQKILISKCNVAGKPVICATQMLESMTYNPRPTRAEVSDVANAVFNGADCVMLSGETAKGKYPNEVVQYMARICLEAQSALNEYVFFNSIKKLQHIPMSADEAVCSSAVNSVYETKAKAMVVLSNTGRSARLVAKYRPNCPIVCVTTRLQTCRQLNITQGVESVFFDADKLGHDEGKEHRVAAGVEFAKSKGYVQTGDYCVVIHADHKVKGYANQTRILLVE
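qHTS format; LmPK 0.1 nM; substrates PEP 0.5 mM and ADP 0.1 mM. One-hour room-temperature incubation, then coupled luciferase luminescence; 0.5 nM enzyme wells mark activation.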
HCV inhibitor: HCV inhibition; Huh7.5.1 HCVcc-Cre infection, luciferase reporter, 44 h; Potency, µM (doses to about 41.8 µM), without a hit: top-dose activity change, negative = inhibition, actives largely listed as inhibitors; hit rate 3.4% among 340,000; AID 651820; further: potency means the concentration at half of the fitted maximal effect
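Seed cells (1,000/well) for 4 h; treat with compound and infect with HCVcc-Cre, moi about 0.5. Incubate 44 h, then detect luciferase activity.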
Tb PYK inh: inhibitors of Trypanosoma brucei pyruvate kinase; Potency, µM (titrated, usually from 76.8 µM), for the others: at the highest dose activity, negative = inhibition, most hits filed as inhibitors; Q57TT1; hit rate 0.12% among 410,000; AID 624173; TbPYK enzyme, Kinase-Glo Plus ATP luminescence, 45 min; further: potency means the concentration at half of the fitted maximal effect; nearly all actives have a fitted effect of over 50% in size
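TbPYK + substrate in 50 mM TEA pH 7.2, 100 mM KCl, 10 mM MgCl2, 0.05% BSA, 0.01% Tween-20; cpd pinned; ADP 130 uM final; 45 min RT; Kinase-Glo Plus 10 min; luminescence endpoint.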
HCMV inh: human cytomegalovirus inhibition. HFF cells, HCMV-luciferase reporter, 72 h; hits give low values. activity change, negative = inhibition, % at 57.5 µM. hit rate 4.5% among 410,000; in the data active means activity change below about -60%; inconclusive means no clear call, values can overlap the other calls; inactive means above about -39%
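Luciferase read-out from HCMV-luciferase-infected HFFs (MOI 1 PFU/cell) 72 h post infection at 37C; compounds added after 16 h cell attachment; activity normalized between buffer-only basal and Salinomycin (10uM) inhibitor controls.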
AMA1-RON2 inh: AMA1-RON2 (P. falciparum) interaction inhibition; hit rate 0.2% among 360,000; AlphaScreen AMA1-biotinylated RON2 peptide binding; Potency, µM (doses to about 58.2 µM), without a hit: at the top dose activity change, negative = inhibition, hits mostly inhibitors;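 further: potency means the concentration at half of the fitted maximal effect; 0% = vehicle wells and -100% = peptide control; nearly all actives have a fitted effect of over 45% in size; some results filed as inactive show a strong effect at the top dose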
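AMA1 (3D7) with his tag at 25 nM final met compounds first, then biotinylated RON2 peptide at 25 nM; detection used donor plus acceptor beads, 10 µg/mL apiece, read by AlphaScreen after 30 min at room temperature.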
AmpC detergent: blocks E. coli AmpC beta-lactamase in detergent assay; AID 485294; Potency, µM (titrated, usually from 114 µM), inactives show at the highest dose activity change, negative = inhibition, actives largely listed as inhibitors; AmpC hydrolysis of nitrocefin, absorbance 480 nm, 0.01% Triton; hit rate 0.041% among 370,000; P00811;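 further: potency means the concentration at half of the fitted maximal effect; 0% = no-compound wells and -100% = no-enzyme wells; nearly all actives have a fitted effect of over 25% in size; some results filed as inactive show a strong effect at the top dose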
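AmpC (5.3 nM in the dispensed reagent) in 20 mM phosphate pH 7.0 with 0.01% (detergent screen) or 0.0001% Triton X-100 was preincubated with compounds for 15 min at room temperature. Nitrocefin was then added from an 800 uM solution, and hydrolysis was followed at 480 nm.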
* = called active by the depositor; u = inconclusive; x = no result given; [ ] = remark or other dose. Unless noted, the call rests on the fitted dose curve; in most records, active means well fitted curve in the direction sought with a large enough effect; inconclusive means small, poorly fitted or top-dose-only effect, or another doubt; inactive means no such curve, though single readings can be large; an effect the other way counts as inactive or inconclusive. Unless noted, on the % scale 0 is the no-effect control and ±100 the full control effect.

SMILES	AmpC inh no detg	LmPK inhibitor	HCV inhibitor	Tb PYK inh	HCMV inh	AMA1-RON2 inh	AmpC detergent
CN(C)S(=O)(=O)c1cccc(NC(=S)N/N=C/C(c2ccccc2)c2ccccc2)c1	-55%	2%	u	-26%	13	46%[activator]	u
CC(C)(C)n1cnc2cc(NC(=O)c3ccccc3)ccc21	-2%	-9%	u	-13%	49	4%	-12%
Cc1cc2cc(CNC(=O)c3ccc(Br)o3)ccc2[nH]1	-22%	4%	-19%	-5%	-17	-20%	2%
O=C(NCc1ccccc1)c1onc(CSc2ccc(F)c(F)c2)c1C(=O)NCc1ccccc1	x	x	0%	-8%	-11	4%	x
CCc1cccc(C)c1Nc1c(-c2ccsc2)nc2ncccn12	x	x	x	-11%	3	x	-1%
CCOC(=O)c1ccc(NC(=O)c2csc3c2CCCC3)cc1	x	x	x	-8%	-25	x	10%
OC(COc1ccc2ccccc2c1Br)Cn1ccnc1 (stereo not drawn)	34%	-7%	u	9%	-14	-23%	u
CC(C)C(C(=O)O)N1C(=O)/C(=C/C=C/c2ccco2)SC1=S (stereo not drawn)	-50%	0%	9%	-18%	x	u	u
O=C(NCc1cccnc1)c1cc(C(=O)NCc2cccnc2)cc([N+](=O)[O-])c1	x	x	x	-7%	-5	0%	x
Cn1c(S(=O)(=O)Cc2ccc(Cl)cc2)nc2ccccc21	-30%	-2%	-5%	15%	-37	0%	3%
O=C(NCc1ccc(F)cc1)c1ccc2c(c1)nc1n2CCCCC1	x	x	x	2%	44	x	-6%
O=C(CN1CCc2ccccc2C1)Nc1ccc(F)cc1	171%	-4%	4%	-1%	28	1%	-17%

Grouped by structure: the compounds so far with a thiophene ring, fused or not.
SMILES	AmpC inh no detg	LmPK inhibitor	HCV inhibitor	Tb PYK inh	HCMV inh	AMA1-RON2 inh	AmpC detergent
CCc1cccc(C)c1Nc1c(-c2ccsc2)nc2ncccn12	x	x	x	-11%	3	x	-1%
CCOC(=O)c1ccc(NC(=O)c2csc3c2CCCC3)cc1	x	x	x	-8%	-25	x	10%

Remaining list, next part:
SMILES	AmpC inh no detg	LmPK inhibitor	HCV inhibitor	Tb PYK inh	HCMV inh	AMA1-RON2 inh	AmpC detergent
C=CCn1c(=NC(=O)c2ccc(S(=O)(=O)N3CCCc4ccccc43)cc2)sc2cc(S(N)(=O)=O)ccc21	2%	1%	u	-6%	26	3%	-11%
Cc1ccc(NS(=O)(=O)c2ccc(C(=O)Nc3nncs3)cc2)cc1	-21%	x	-8%	-10%	-11	3%	x
Cc1nnc(NC(=O)c2ccc3nccnc3c2)s1	-11%	x	18%	2%	-6	0%	u
COc1ccc(CCNC2CCC(c3ccccc3)CC2)cc1 (stereo not drawn)	-21%	-5%	-29%	-1%	-10	-11%	-11%
COc1ccc(C(=O)CN2C(=O)NC3(CCCCCC3)C2=O)c(OC)c1	u	x	0%	-5%	-3	1%	-20%
CCC1(CC)C(C#N)C(=O)NC(=O)C1C#N (stereo not drawn)	x	x	-2%	2%	-22	-3%	x
COc1cc(C)c(C(C)C)cc1S(=O)(=O)NC1CC(C)(C)NC(C)(C)C1	-7%	-6%	4%	-9%	-21	0%	u
CCCSc1nc2sc3c(c2c(=O)n1Cc1ccccc1)CC(C)(CC)OC3 (stereo not drawn)	x	x	x	-8%	-24	x	17%
Cc1ccc(S(=O)(=O)N(CC(O)CN2CCCC2)c2ccccc2)cc1 (stereo not drawn)	8%	8%	17%	-18%	14	-5%	-13%
Cc1cc(C)[n+]2[nH]c(N)c(N=Nc3ccccc3)c2n1	-9%	-1%	2%	-3%	1	-15%	-10%
Cc1ccccc1-c1nc(-c2ccc(Br)o2)no1	-17%	-3%	-5%	-4%	67	-21%	-5%
Cc1ccc(NC(=O)C(=Cc2ccc(C(=O)O)cc2)C(=O)Nc2ccc(C)cc2C)c(C)c1	-36%	0%	u	-7%	x	1%	-1%
O=C(O)C1CCN(c2ccc(S(=O)(=O)N3CCCCC3)cc2[N+](=O)[O-])CC1	1%	x	4%	1%	-11	-21%	-8%
Cn1c(=O)n(C)c2cc(S(=O)(=O)Nc3cc(Cl)ccc3O)ccc21	2%	5%	-31%	2%	59	-6%	2%
CCCCCn1c(=O)c(C(=O)Nc2cccc(C)n2)c(O)c2ccccc21	-7%	-2%	6%	0%	-9	-9%	-10%
O=Cc1coc2ccc3ccccc3c2c1=O	4%	8%	24%	-3%	79	-1%	-14%
CCOC(=O)c1c(C)[nH]c(C(=O)CN2CCN(CC)CC2)c1C	-5%	-3%	6%	20%	-17	u	5%
CCS(=O)(=O)CCSc1nc(-c2ccc(Br)cc2)cc(-c2ccccc2)c1C#N	x	x	x	-10%	16	x	-2%
CCOc1ccc(NC2=C(Cl)C(=O)N(Cc3ccccc3)C2=O)cc1	-40%	5%	u	1%	114	u	1%
O[C@H]1C[C@H](c2ccccc2)N(Cc2cccs2)C[C@@H]1n1cc(-c2ccc(F)cc2)nn1	x	x	x	-4%	-64*	-6%	x
CSc1ccc(NC(=O)C2(C)CCN2C(=O)c2ccccc2CCc2ccccc2)cc1 (stereo not drawn)	x	x	x	1%	-37	-16%	x
Cc1cccc(C)c1Nc1nnc(SC/C(O)=C(\C#N)c2nc3ccccc3[nH]2)s1	-41%	0%	3%	-9%	21	75%[activator]	2%
CCC1(O)CCC2C3CCC4=CC(=O)CCC4C3CCC21CC (stereo not drawn)	x	x	-26%	0%	21	3%	x
COc1ccc(-n2cccc2C=O)cc1OC	-2%	-4%	13%	12%	25	-1%	0%

Full records, quoted from the list. Order of screens: AmpC inh no detg	LmPK inhibitor	HCV inhibitor	Tb PYK inh	HCMV inh	AMA1-RON2 inh	AmpC detergent
O=C(O)C1CCN(c2ccc(S(=O)(=O)N3CCCCC3)cc2[N+](=O)[O-])CC1 reads 1%	x	4%	1%	-11	-21%	-8%
CCOc1ccc(NC2=C(Cl)C(=O)N(Cc3ccccc3)C2=O)cc1 reads -40%	5%	u	1%	114	u	1%

3 records drawn at random from those above, as already listed:
SMILES	AmpC inh no detg	LmPK inhibitor	HCV inhibitor	Tb PYK inh	HCMV inh	AMA1-RON2 inh	AmpC detergent
O[C@H]1C[C@H](c2ccccc2)N(Cc2cccs2)C[C@@H]1n1cc(-c2ccc(F)cc2)nn1	x	x	x	-4%	-64*	-6%	x
CCCCCn1c(=O)c(C(=O)Nc2cccc(C)n2)c(O)c2ccccc21	-7%	-2%	6%	0%	-9	-9%	-10%
O=Cc1coc2ccc3ccccc3c2c1=O	4%	8%	24%	-3%	79	-1%	-14%

More entries:
SMILES	AmpC inh no detg	LmPK inhibitor	HCV inhibitor	Tb PYK inh	HCMV inh	AMA1-RON2 inh	AmpC detergent
Cc1cccc(OCC(=O)Nc2ccc3c(c2)nc(CCN2CCC(C)CC2)n3C)c1	20%	2%	u	-10%	-69*	5%	-8%
O=C(Cn1cnc2ccccc2c1=O)N1CCN(Cc2ccc3c(c2)OCO3)CC1	6%	4%	-17%	4%	-19	-19%	u
Nc1nc(SCC(=O)c2ccc(Br)s2)n[nH]1	-30%[11.4 µM]	6%	5%	2%	18	-4%	u
CCOC(=O)c1cc(-c2ccc(F)cc2)n(CCC(=O)Nc2ccccc2OC)c1C	x	x	x	8%[15.4 µM]	0	x	9%
COc1ccc(C(CNC(=O)c2cccc(S(=O)(=O)NCc3ccccc3)c2)N2CCOCC2)cc1 (stereo not drawn)	42%	x	-2%	0%	u	-2%	u
CC(C)SCc1nc2ccccc2[nH]1	-16%	-12%	15%	-1%	113	11%	-4%
CN(C)C(=O)Nc1ccc(F)cc1F	x	-4%	9%	0%	-1	3%	1%
CC(C(=O)NCc1ccc(Cl)cc1)n1ccc2cc(S(=O)(=O)N3CCCCCC3)ccc21 (stereo not drawn)	x	x	x	1%	3	x	28%
CC(=O)Nc1ccc2c(c1)nc(CN1CCCC1)n2C	9%	11%	0%	5%	17	38%[activator]	3%
COc1ccc(C(CC(=O)O)NS(=O)(=O)c2ccc3c(c2)NC(=O)CO3)cc1 (stereo not drawn)	-2%	-3%	-8%	-8%	-11	-4%	-6%
COc1ccc(N2CCN(c3nc4ccc(C)cn4c(=O)c3C=O)CC2)cc1	-2%[2.29 µM]	-2%	3%	-7%	22	-8%	2%
CC(C)Sc1ncc(Cl)c(C(=O)Nc2ccc(S(=O)(=O)Nc3ncccn3)cc2)n1	x	x	x	3%	8	x	-2%
CCOC(=O)C1(CCc2ccccc2)CCN(C(=O)C2CCCO2)CC1 (stereo not drawn)	91%[activator]	2%	5%	6%	-29	8%	7%
CC12CCC(=O)N1C(C(=O)Nc1ccccc1N1CCCC1)CS2 (stereo not drawn)	x	x	u	-2%	-30	28%	x
Cc1cc(C)n2c(SCc3ccc(Cl)cc3Cl)nnc2n1	35%	10%	u	-3%	-10	-2%	8%
COc1ccc2[nH]c(=O)c(CN(Cc3cccnc3)C(=O)Nc3ccccc3)cc2c1	-8%	0%	-1%	-7%	-36	5%	u
COc1cccc(NC(=O)C2(C)CCN2C(C)C)c1OC (stereo not drawn)	x	x	x	-9%	-6	56%[activator]	x
COc1cc(NC(=O)Cn2c(=O)n(CC3CCC(C(=O)NCCc4ccccc4)CC3)c(=O)c3ccccc32)cc(OC)c1 (stereo not drawn)	x	x	x	-19%	52	x	6%
CSc1cccc(NC(=O)CSc2ccc(C)cc2)c1	u	8%	-16%	-5%	67	1%	-1%
COc1ccccc1N1CCN(C(=O)CCNS(=O)(=O)c2cc(Br)cnc2N)CC1	134%[activator]	0%	u	-4%	-37	0%	1%
CC1CCC(CN2CCN=C2Nc2ccccc2)CC1 (stereo not drawn)	0%	-2%	u	-10%	57	1%	-11%
O=C(O)c1ccccc1C=NNc1ccccn1	x	x	6%	-4%	-4	30%[activator]	x
CC(=O)Nc1ccc(-c2ccnc3c2CC(C)(C(=O)NCc2ccc(F)c(F)c2)O3)cc1 (stereo not drawn)	x	x	x	6%	-17	-1%	x

Taken from above:
`CSc1cccc(NC(=O)CSc2ccc(C)cc2)c1` | AMA1-RON2 inh = 1%
`CC12CCC(=O)N1C(C(=O)Nc1ccccc1N1CCCC1)CS2` (stereo not drawn) | Tb PYK inh = -2%
